# Screens as filed in PubChem.
# NR1D1 modulator – modulators of Rev-erb alpha DNA binding, primary screen, biochemical, FITC-DNA, fluorescence polarization, uHTS; activity, % at 10 µM; hit rate 0.79% among 370,000; Nuclear receptor subfamily 1 group D member 1 (Homo sapiens), P20393; Rev-erbα–FITC-DNA binding, 90 min; AID 1259318, 2017;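 active = activity above about 14%, limit read from the data; passing the limit was not always enough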;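 note: 0% = DMSO wells with 35 nM protein and 100% = DMSO wells with 750 nM protein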
# LEDGF integ inh – blockers of LEDGF/p75-dependent integrase strand transfer – biochemical, TR-FRET, high throughput, primary screen; hit rate 0.64% among 370,000; HIV-1 integrase (with human LEDGF/p75); TR-FRET IN-LEDGF/p75 DNA integration, Eu/Cy5; inhibition, % at 3.7 µM;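 active = inhibition above the screen-wide mean plus 3 SD, cut at about 13% in these data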;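 note: signal is the Cy5 over europium emission ratio at 671 and 618 nm; 0% = plate median of compound wells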
# PG9 Ab binder – binders of HIV-1 gp120 antibody PG9, primary screen, biochemical, TR-FRET; TR-FRET gp120-PG9 antibody binding; inhibition, % at 6.7 µM; hit rate 0.43% among 360,000; AID 624416, 2012; in the data active = inhibition above about 8.5%
# rCAG RNA binder – binders of r(CAG) RNA repeats, primary screen, biochemical, fluorescence | r(CAG) RNA repeat, TO-PRO-1 dye displacement fluorescence | inhibition, % at 3 µM | hit rate 1.3% among 370,000 | AID 651821, 2012;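 active = inhibition above the plate cutoff, the mean of all test compounds on that plate plus 3 SD, cut at about 35% in these data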;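 note: 0% = DMSO alone and 100% = 100 µM mitoxantrone as full dye displacement; higher means more dye released from RNA so lower well fluorescence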
# TCR-CD3 inh – inhibitors of human TCR-CD3 interaction, primary screen, biochemical, fluorescence, TAMRA-labeled TCR probe | hit rate 0.37% among 360,000 | inhibition, % at 9.4 µM | T-cell receptor (TCR) | AID 651800, 2012; in the data active = inhibition above about 19%;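 note: recombinant mutant TCR 2C K166C tagged with TAMRA read by polarization; 0% = receptor in buffer alone and 100% = receptor with positive control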
# PRMT1 FP inh – PRMT1 methyltransferase inhibitors, primary screen, biochemical, fluorescence polarization | Protein arginine N-methyltransferase 1 (Homo sapiens), Q99873 | recombinant PRMT1, activity-based probe fluorescence polarization | inhibition, % at 2.79 µM | hit rate 1.3% among 370,000 | AID 652257, 2013;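 active = inhibition above about 21% made by adding two undisclosed values, limit read from the data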
# HTRA1 inh – HTRA1 serine protease inhibitors, primary screen, biochemical, fluorescence polarization, HTS; Q92743; recombinant HTRA1, FP-rhodamine activity-based probe; inhibition, % at 5.96 µM; hit rate 0.5% among 340,000; AID 504803, 2011; in the data active = inhibition above about 36%;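 note: 0% = enzyme with DMSO and 100% = wells lacking enzyme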
# Target sequence (Q92743 whole entry, looked up): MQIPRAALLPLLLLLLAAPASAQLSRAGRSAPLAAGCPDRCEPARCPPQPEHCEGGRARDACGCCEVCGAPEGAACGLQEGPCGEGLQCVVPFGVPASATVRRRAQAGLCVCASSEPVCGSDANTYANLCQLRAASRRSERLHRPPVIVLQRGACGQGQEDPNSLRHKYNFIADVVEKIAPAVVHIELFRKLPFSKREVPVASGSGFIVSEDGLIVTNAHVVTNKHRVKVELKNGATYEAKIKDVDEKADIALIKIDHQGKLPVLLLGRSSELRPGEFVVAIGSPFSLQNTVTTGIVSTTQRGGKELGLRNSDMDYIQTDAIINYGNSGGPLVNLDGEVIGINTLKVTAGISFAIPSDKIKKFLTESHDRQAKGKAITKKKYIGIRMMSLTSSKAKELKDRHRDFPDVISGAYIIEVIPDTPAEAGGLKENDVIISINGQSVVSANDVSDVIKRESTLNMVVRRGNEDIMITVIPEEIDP
# MBD2 DNA inh – inhibitors of MBD2 binding to methylated DNA, primary screen, biochemical, TR-FRET, DNA-binding domain, human. Methyl-CpG-binding domain protein 2 (Homo sapiens), Q9UBB5. MBD2 binding to methylated oligonucleotide. inhibition, % at 4.4 µM. hit rate 0.31% among 370,000. AID 686964, 2013; in the data active = inhibition above about 13%
# Target sequence (Q9UBB5 whole entry, looked up, the tested form may be a part): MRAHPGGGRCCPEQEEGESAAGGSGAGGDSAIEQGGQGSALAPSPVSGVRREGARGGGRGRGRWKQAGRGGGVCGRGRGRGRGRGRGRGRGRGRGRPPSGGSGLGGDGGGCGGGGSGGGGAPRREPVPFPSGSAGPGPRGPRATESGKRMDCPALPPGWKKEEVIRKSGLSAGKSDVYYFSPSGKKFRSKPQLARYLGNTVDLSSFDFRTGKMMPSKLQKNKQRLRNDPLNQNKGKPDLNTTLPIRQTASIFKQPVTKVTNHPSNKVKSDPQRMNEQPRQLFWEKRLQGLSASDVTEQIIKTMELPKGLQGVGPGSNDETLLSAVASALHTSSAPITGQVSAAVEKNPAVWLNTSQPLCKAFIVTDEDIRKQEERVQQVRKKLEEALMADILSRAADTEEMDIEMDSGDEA
# UHRF1 binding – UHRF1 methylated DNA binding inhibitors, primary screen, counter-screen for MBD2 inhibitor project, biochemical, TR-FRET, human UHRF1, single concentration; E3 ubiquitin-protein ligase UHRF1 (Homo sapiens), Q96T88; UHRF1 binding to methylated oligo; inhibition, % at 4.4 µM; hit rate 0.75% among 370,000; AID 687016, 2013; in the data active = inhibition above about 21%;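 note: UHRF1 SRA domain binding a hemimethylated CpG hairpin DNA probe; 0% = median of test compound wells and 100% = reference inhibitor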
# ABHD4 inh – ABHD4 inhibitors, primary screen, biochemical, fluorescence polarization, mouse; purified mABHD4, FP-Rh probe fluorescence polarization; inhibition, % at 8.92 µM; (Lyso)-N-acylphosphatidylethanolamine lipase (Mus musculus), Q8VD66; hit rate 0.54% among 370,000;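 active = inhibition exceeding the mean over every tested compound plus 3 SD, cut at about 30% in these data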;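 note: 0% = plate median of compound wells and 100% = S159A mutant with DMSO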
#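 Doses – 8.92 µM, single dose · Material – wild-type mouse ABHD4 protein · Replication – single well per compound (singlicate) · Measure – percent inhibition of probe binding, normalized to plate controls · Schedule – 45 min compound pre-incubation plus 60 min probe step, 25 °C · Detection – fluorescence polarization with parallel and perpendicular emission, 525/598 nm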
# * marks the source's active call; other numbers are inactive results; nt = not tested or not shown.
SMILES,NR1D1 modulator,LEDGF integ inh,PG9 Ab binder,rCAG RNA binder,TCR-CD3 inh,PRMT1 FP inh,HTRA1 inh,MBD2 DNA inh,UHRF1 binding,ABHD4 inh
O=C(c1cccc(S(=O)(=O)N2CCCc3ccccc32)c1)N1CCN(c2ccccc2)CC1,-3,-3,1.2,5,0,3,-4,3,3,-6
Cc1ccc(S(=O)(=O)CCC(=O)OCC(=O)NCc2ccc(Cl)cc2)cc1,-2,-4,0.4,-3,1,-3,-15,0,2,1
COc1ccc(Nc2nc(-c3cccs3)nc3ccccc23)cc1S(=O)(=O)N1CCOCC1,1,2,0.3,21,11,1,-102,0,-1,-64
COc1ccc(S(=O)(=O)NCc2cccnc2)cc1Br,-3,-3,1.1,-1,0,5,1,10,1,7
CCCCC(=O)Nc1ccc(C(=O)NNC(=S)NC(=O)c2ccco2)cc1,-1,-4,-0.9,21,9,-3,8,1,-5,9
O=C(NC(NC(=S)Nc1ccccc1C(=O)O)C(Cl)(Cl)Cl)c1ccco1 (stereo unspecified),2,0,0.0,17,-5,4,-13,2,2,8
COCCCNc1nc(N)c([N+](=O)[O-])c(NC2CCCCC2)n1,2,-3,-1.2,-4,-3,0,-9,1,-1,3
CCOCCCNC(=O)C(c1ccc(C)cc1)N(Cc1cccs1)C(=O)c1ccccn1 (stereo unspecified),2,1,-0.4,-9,4,-2,0,2,7,1
COCC1CCCCN1C(=O)c1cccc(OC2CCN(C(=O)C3CC3)CC2)c1 (stereo unspecified),-1,-1,-0.1,-11,0,3,4,3,1,-5
O=C(NN1C(=O)/C(=C/c2cccs2)SC1=S)c1cccnc1,0,1,-1.2,6,2,27*,nt,1,-9,8
CCS(=O)(=O)c1ccc(C(=O)Nc2cccc(Cl)c2)c(Cl)c1Cl,1,-4,-2.9,1,6,-3,-13,1,-2,-3
CN(CC(=O)Nc1ccc(F)cc1)C(=O)CN1C(=O)NC2(CCCCC2)C1=O,-7,-2,0.3,5,0,-1,2,-2,-4,-4
Cn1c(SCC(=O)NNC(=O)Cc2ccccc2)nc2ccccc2c1=O,2,1,0.0,-3,-2,2,1,2,-1,5
O=C(OC(C(=O)NCC1CCCO1)c1ccccn1)c1cccs1 (stereo unspecified),-6,3,-1.4,-1,5,-2,10,-7,-1,-3
O=C(NCc1ccccn1)c1nn(-c2ccccc2)c(=O)c2ccccc12,-8,1,0.2,-2,-14,3,-6,6,3,-7
Cc1c(-c2ccc(Cl)cc2)oc(=O)c2c(N)n(-c3ccccc3)nc12,49*,6,36*,-1,5,-4,-7,-4,-1,-8
COc1ccc(OC)c(-c2nc3c(C)n[nH]c(=O)c3[nH]2)c1,3,-3,-0.8,1,-1,1,6,-3,-3,-2
CCOC(=O)Nc1cc(OC)c(OC)cc1Cc1nccc2cc(OC)c(OC)cc12,-7,7,0.2,-2,-6,0,-1,0,-3,1
COCCNC(=O)c1onc(CSc2ccccc2C)c1C(=O)O,-1,0,1.0,5,-1,0,1,0,0,1
Cc1nn(C)cc1C1C(C#N)=C(N)N(c2ccc(F)c([N+](=O)[O-])c2)C2=C1C(=O)CCC2 (stereo unspecified),3,7,-1.5,11,-9,4,11,-1,0,15
O=C(c1cc(-c2ccncc2)nc2ccc(Br)cc12)N1CCN(c2ccccn2)CC1,6,2,-0.3,1,-4,-1,-1,-5,3,-1
C=CCN1C(=O)N(c2ccc(F)cc2)C(=O)C1CC(=O)Nc1ccc(Cl)cc1 (stereo unspecified),-3,-6,0.3,12,-4,0,-1,1,3,-4
COC(=O)c1ccccc1S(=O)(=O)C(C)(C)C,4,-3,0.3,3,-3,-2,-8,9,7,-12
O=C(Oc1ccc[nH]c1=O)c1cccc(Cl)c1,4,-6,-0.7,-2,-4,8,5,-5,19,12
O=c1[nH]c(-c2ccc(O)cc2)nc2scc(-c3cccs3)c12,5,0,5.0,26,0,0,-34,5,0,-4
O=C(C1CCN(S(=O)(=O)c2cccc3cccnc23)CC1)N1CCN(c2ccc(Cl)cc2)CC1,-4,3,1.1,5,0,-4,-13,3,4,-5
COc1cc(C(=O)NCC2(c3ccccc3)CCCC2)cc(OC)c1OC,-2,-1,1.2,-9,1,5,-3,1,6,-12
CCOc1ccc(C(CC(=O)O)NC(=O)COc2ccccc2)cc1OC (stereo unspecified),4,2,1.3,0,-1,-2,-8,2,-2,-2
CSc1nc(N)nc(SC2C=CCCC2)c1C#N (stereo unspecified),13,0,-2.0,4,5,6,-10,0,-3,-6
CC1CCN(c2c(NCC3CCC(C(=O)NCc4ccccc4)CC3)c(=O)c2=O)CC1 (stereo unspecified),-4,4,-1.4,0,3,-2,2,2,-2,2
COC(=O)Nc1c(C(=O)OC)cc(OC)c(OC)c1OC,7,-2,-0.1,0,1,1,1,-2,-2,5
COc1cccc(Nc2nc(-c3cccs3)nc3ccccc23)c1,3,-3,-1.4,17,-3,-2,-113,-1,0,-58
N#Cc1ccc(C(=O)NCCCSc2ccccc2)cc1,5,-3,1.3,1,-4,3,-8,4,1,-3
CC(C)[C@H](NC(=O)[C@H](CCCN=C(N)N)NC(=O)NC(Cc1ccccc1)C(=O)O)C(=O)NC(C=O)CCCN=C(N)N (stereo partly specified),-2,-3,-0.3,9,-1,-1,-1,-7,0,-3
Cc1cccc(NC(=O)C2CCN(S(=O)(=O)c3ccc(Cl)cc3)CC2)n1,6,1,-0.7,-3,6,0,1,4,4,-4
COc1ccccc1OCC(=O)Nc1ncc(C)s1,1,-4,1.2,1,-4,-1,-9,-2,2,6
CCOC(=O)c1nnn(CC(=O)Nc2cc(F)ccc2F)c1C(=O)OCC,-3,1,3.5,0,3,4,-3,9,6,-12
NS(=O)(=O)c1ccc(CCNC(=O)c2ccc(NS(=O)(=O)c3ccc4[nH]c(=O)[nH]c4c3)cc2)cc1,-5,4,-0.7,1,6,-1,-2,-3,3,-4
CC(=O)Nc1ccc(N(C(=O)CNC(=O)c2ccco2)C(C(=O)NCC2CCCO2)c2ccccc2)cc1 (stereo unspecified),6,-3,1.9,-4,4,1,-2,4,-1,-1
Cc1ccc(C)c(NC(=O)COC(=O)c2cccc(S(=O)(=O)N3CCCCC3)c2)c1,-1,-2,0.5,-10,1,0,1,3,-1,-1
C=CCn1c(=N)n(CC(=O)c2ccc(Br)s2)c2ccccc21,0,-1,-2.8,16,-7,4,0,2,-1,9
NC(=O)CSc1nc(O)cc(=O)n1-c1ccccc1,3,3,-2.5,5,10,2,3,-8,0,-5
CCOC(=O)N1CCN(S(=O)(=O)N2CCCC(C(=O)NCCCN3CCCCC3)C2)CC1 (stereo unspecified),-3,-2,-1.2,-3,2,1,4,0,0,2
CCOC(=O)N1CCN(C(=O)c2cc3ccccc3o2)CC1,0,-3,-0.6,6,1,1,9,-1,3,-1
Cc1ccc(C)c2c1cc(C)c1nnc(SCC(=O)Nc3nc4c(s3)CCCC4)n12,-6,-3,-5.7,-7,10,3,-1,7,1,4
O=C(CSc1nc2c(sc3ccccc32)c(=O)n1CCCN1CCCC1)NCc1ccccc1,-2,-2,-1.5,7,-1,10,-8,-2,-3,6
CC(C)(C)c1cc(CN2CCN(CCO)CC2)cc(C(C)(C)C)c1O,0,-4,-1.3,-6,-2,1,-14,-2,0,0
CC(=O)Nc1cccc(NC(=O)CSc2nc(=O)n(CCCN3CCOCC3)c3c2CCC3)c1,2,3,-0.5,-8,5,-1,-1,4,-2,4
COc1ccc2ccccc2c1C1CC(=O)N2CN(Cc3ccco3)CSC2=C1C#N (stereo unspecified),0,6,4.1,49*,-1,18,-45,3,-4,12
Cc1ccc(C(=O)O/N=C(\N)c2cccnc2)cc1[N+](=O)[O-],1,-4,-2.1,0,1,0,2,0,-8,1

# The results go on:
SMILES,NR1D1 modulator,LEDGF integ inh,PG9 Ab binder,rCAG RNA binder,TCR-CD3 inh,PRMT1 FP inh,HTRA1 inh,MBD2 DNA inh,UHRF1 binding,ABHD4 inh
COc1ccccc1C(=O)NC(CCSC)C(=O)N1CCN(C/C=C/c2ccccc2)CC1 (stereo unspecified),-7,-5,-0.1,-7,-12,0,-2,-1,0,-4
NNC(=O)CSc1c(-c2ccccc2)c2cc(Cl)ccc2[nH]c1=O,-1,2,1.0,16,-4,4,-20,1,0,5
COc1ccc2c(c1)[C@H]1[C@H](CO2)[C@H](c2ccccc2)[C@]2(C)C(=O)Nc3cc(F)c(F)cc3C(=O)N12,-5,3,-1.4,10,2,-3,-49,-1,-1,-38
Cc1cccc(S(=O)(=O)Nc2cccc3c2C(=O)c2ccccc2-3)c1,4,5,11*,22,1,-4,-12,-6,0,-10
COc1cccc(C2C(C(=O)c3sc(C)nc3C)=C(O)C(=O)N2CCN2CCOCC2)c1OC (stereo unspecified),2,2,0.8,4,-4,2,3,1,0,1
O=C(/C=C\c1ccc(-c2ccccc2)o1)c1ccccc1,1,0,1.0,14,-7,26*,-3,10,-1,6
O=C(COC(=O)c1cc(Cl)nc2ccccc12)c1ccc(Cl)cc1,4,2,-1.7,1,-5,2,3,-6,1,5
CCOC(=O)c1[nH]c(C)c(C(=O)Nc2cc(OC)ccc2OC)c1C,-1,3,0.5,0,3,3,-8,0,7,-1
CC1CCC(NC(=O)C(NS(=O)(=O)c2cccc3nsnc23)C(C)C)CC1 (stereo unspecified),-3,4,-2.5,2,0,-3,2,-5,-1,-5
COc1cccc(C(=O)Nc2ccccc2-c2ccccc2)c1,0,7,-4.3,-1,-3,0,-2,8,22*,-11
Cc1ccc(CNC(=O)c2ccccc2NC(=O)C2=CSCCO2)cc1,1,1,-2.1,-1,3,-3,-19,-6,-1,-6
Cc1ccc2[nH]cc(CCNC(=O)CN3C(=O)c4ccccc4C3=O)c2c1,3,0,-2.8,1,-7,-2,-2,0,-1,-2

# Among those listed so far, 3 contain a nitro group on carbon.
SMILES,NR1D1 modulator,LEDGF integ inh,PG9 Ab binder,rCAG RNA binder,TCR-CD3 inh,PRMT1 FP inh,HTRA1 inh,MBD2 DNA inh,UHRF1 binding,ABHD4 inh
COCCCNc1nc(N)c([N+](=O)[O-])c(NC2CCCCC2)n1,2,-3,-1.2,-4,-3,0,-9,1,-1,3
Cc1nn(C)cc1C1C(C#N)=C(N)N(c2ccc(F)c([N+](=O)[O-])c2)C2=C1C(=O)CCC2 (stereo unspecified),3,7,-1.5,11,-9,4,11,-1,0,15
Cc1ccc(C(=O)O/N=C(\N)c2cccnc2)cc1[N+](=O)[O-],1,-4,-2.1,0,1,0,2,0,-8,1

# Some of the compounds tested; count on the stated rates, not on these rows.
